BCLXL inh: Bcl-xL (human) inhibition; inhibition, % at 10.9 µM; GST-Bcl-xL / FITC-Bim BH3 peptide fluorescence polarization; Q07817; 0.7% of 320,000 active;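 active means inhibition above the mean of all tested compounds plus 3 SD, cutoff set per campaign, cut at about 30% in these data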;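 further: 0% = DMSO wells and 100% = unlabeled Bim-BH3 peptide competitor; inhibitors lower millipolarization by displacing the labeled peptide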
VLA-4 inh: inhibition in a human VLA-4 binding assay; AID 2557; 0.2% of 330,000 active; P13612; inhibition, % (about 7 µM as worked out from the volumes in the protocol); VLA-4 expressing cells, ligand binding flow cytometry; in the data active means inhibition above about 50%
Yeast superoxide: lowers age-related superoxide in aged yeast cells; S. cerevisiae aged cells, superoxide DHE fluorescence; stronger effect = lower value; superoxide response (% of plate mean), % at 10 µM; 0.18% of 330,000 active; AID 2690;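 active means superoxide response under a set limit, about three screen SD below normal, cut at about 65% in these data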;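 further: yeast aged for seven days with compound at 30 °C before DHE staining; 100% = average MFI of all compound-treated wells on the plate with controls excluded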
GLD-1 TGE inh: GLD-1-TGE RNA interaction inhibition (C. elegans); purified GLD-1 + fluorescein TGE RNA, fluorescence polarization; inhibition, % at 5.96 µM; 0.44% of 320,000 active; Q17339;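 active means percent inhibition above a per-plate cutoff, the plate mean of test compounds plus 3 SD, cut at about 30% in these data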;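 further: 0% = DMSO wells with GLD-1 and probe and 100% = wells lacking GLD-1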
GRK2 aptamer HTS: inhibitors of human GRK2 displacing RNA aptamer | P25098 | 0.59% of 330,000 active | inhibition of aptamer binding, % at 10 µM | AID 488847 | bead flow cytometry, FAM-aptamer displacement from GRK2;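 active means inhibition of aptamer binding above 40%, roughly 3 SD of noise, on plates passing a quality check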;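 further: median bead fluorescence of bound FAM aptamer so fluorescent compounds give negative values; no value below 0 was filed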
Target sequence (P25098 whole entry, looked up): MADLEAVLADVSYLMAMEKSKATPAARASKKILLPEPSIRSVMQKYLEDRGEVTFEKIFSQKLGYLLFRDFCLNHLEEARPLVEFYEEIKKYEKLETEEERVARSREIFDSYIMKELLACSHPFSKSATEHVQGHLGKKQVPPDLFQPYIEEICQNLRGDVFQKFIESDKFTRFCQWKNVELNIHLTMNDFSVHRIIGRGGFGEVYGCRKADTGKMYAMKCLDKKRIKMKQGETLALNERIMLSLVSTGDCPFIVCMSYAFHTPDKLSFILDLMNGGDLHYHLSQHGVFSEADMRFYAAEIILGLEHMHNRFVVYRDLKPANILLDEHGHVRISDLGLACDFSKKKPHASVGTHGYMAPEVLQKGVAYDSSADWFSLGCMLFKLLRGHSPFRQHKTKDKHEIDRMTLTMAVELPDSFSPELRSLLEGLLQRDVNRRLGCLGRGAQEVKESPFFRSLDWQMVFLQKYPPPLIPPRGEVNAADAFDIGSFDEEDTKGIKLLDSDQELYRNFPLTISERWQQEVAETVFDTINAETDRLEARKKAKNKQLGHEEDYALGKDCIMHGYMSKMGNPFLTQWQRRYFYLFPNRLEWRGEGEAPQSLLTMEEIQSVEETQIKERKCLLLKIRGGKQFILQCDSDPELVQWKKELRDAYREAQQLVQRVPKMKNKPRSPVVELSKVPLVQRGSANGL
AGP1 TOR yeast: yeast TOR pathway AGP1-GFP modulation. AID 2066. S. cerevisiae AGP1-GFP multiplex flow cytometry, 3 h; GFP as percent of DMSO wells. GFP response vs DMSO, % at 10 µM. 0.02% of 320,000 active;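 active means GFP response relative to DMSO above a set limit, near screen average plus 3 SD, cut at about 150% in these data; inconclusive means fewer than 70 cells counted for the yeast strain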;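 further: median GFP channel fluorescence of the gated AGP1 strain per well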
MCL1 BIM primary: inhibitors of human MCL1 binding to BIM-BH3 peptide | 0.68% of 320,000 active | Q07820 | inhibition, % at 10.9 µM | GST-MCL1 / FITC-Bim-BH3 fluorescence polarization;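 active means inhibition above the mean inhibition of all tested compounds plus 3 SD, set per campaign, cut at about 40% in these data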;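 further: 0% = DMSO wells and 100% = unlabeled Bim-BH3 peptide control; higher means more loss of mP so more displacement of Bim peptide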
Target sequence (Q07820 whole entry, looked up): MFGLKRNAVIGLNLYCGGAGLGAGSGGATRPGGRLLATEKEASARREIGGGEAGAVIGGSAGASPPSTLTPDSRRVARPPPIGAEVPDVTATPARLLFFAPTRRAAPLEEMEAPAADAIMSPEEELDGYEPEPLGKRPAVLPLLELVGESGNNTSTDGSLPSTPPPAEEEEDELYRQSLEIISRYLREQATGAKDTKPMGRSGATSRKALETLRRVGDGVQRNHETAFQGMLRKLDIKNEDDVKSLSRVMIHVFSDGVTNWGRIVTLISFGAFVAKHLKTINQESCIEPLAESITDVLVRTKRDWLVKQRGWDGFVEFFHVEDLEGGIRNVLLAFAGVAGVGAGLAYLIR
MEX-5 binding: C. elegans MEX-5 TCR-2 RNA binding activity. AID 1832. activity score (negative = inhibition of binding), % at 10 µM. MEX-5/FITC-TCR2 RNA binding, fluorescence polarization; stronger effect = lower value. Q9XUB2. 0.38% of 300,000 active;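 active means inhibition past about -25% in most replicates, and total fluorescence under double the plate's negative control median, limit read from the data; inconclusive means replicates evenly split on the limit, or fluorescence at least double controls; inactive means too little inhibition in most replicates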;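 further: 0% = DMSO and -100% = 5 µM competing unlabeled TCR2 RNA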
CIT2-GFP yeast: modulators of TOR pathway CIT2-GFP in S. cerevisiae; 0.065% of 320,000 active; S. cerevisiae CIT2-GFP strain, flow cytometry, 3 h; 100 means same as DMSO wells; AID 2029; GFP response vs DMSO, % at 10 µM;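 active means GFP response relative to DMSO above a set limit, near the screen mean plus 3 SD, cut at about 150% in these data; inconclusive means Fewer than 70 cells measured for a yeast strain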;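 further: ratio of well median GFP fluorescence to mean of DMSO wells on the plate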
* = called active by the depositor; ? = inconclusive; . = not tested or not shown; [ ] = remark or other dose. An unsorted share of the library (roughly 2.1% active in at least one column).

A first look:
SMILES | BCLXL inh | VLA-4 inh | Yeast superoxide | GLD-1 TGE inh | GRK2 aptamer HTS | AGP1 TOR yeast | MCL1 BIM primary | MEX-5 binding | CIT2-GFP yeast
O=C(CCn1ccc2cc(S(=O)(=O)N3CCCC3)ccc21)NCCc1ccccc1 | 6 | 10 | 94 | 9 | 3 | 96 | 2 | -2.4 | 97
COc1ccc([N+](=O)[O-])cc1NC(=O)C(C)OC(=O)Cn1[nH]c(=O)c2ccccc2c1=O (centres undefined) | 1 | 1 | 95 | 6 | 0 | 109 | 0 | -2.0 | 92

Main list, from the start:
SMILES | BCLXL inh | VLA-4 inh | Yeast superoxide | GLD-1 TGE inh | GRK2 aptamer HTS | AGP1 TOR yeast | MCL1 BIM primary | MEX-5 binding | CIT2-GFP yeast
O=C(CCn1ccc2cc(S(=O)(=O)N3CCCC3)ccc21)NCCc1ccccc1 | 6 | 10 | 94 | 9 | 3 | 96 | 2 | -2.4 | 97
COc1ccc([N+](=O)[O-])cc1NC(=O)C(C)OC(=O)Cn1[nH]c(=O)c2ccccc2c1=O (centres undefined) | 1 | 1 | 95 | 6 | 0 | 109 | 0 | -2.0 | 92
CCCCSc1nnc(CCCCCNC(=O)OC(C)(C)C)o1 | -8 | 7 | 80 | -3 | 0 | 98 | -10 | 0.6 | 96
CC(C)CNC(=O)c1c(F)c(F)c(F)c(F)c1F | 5 | -1 | 95 | 1 | 1 | 106 | 5 | -1.9 | 94
CCS(=O)(=O)c1ccc2oc(Nc3ccccc3Br)nc2c1 | 0 | 2 | 104 | 10 | 0 | 97 | 1 | -0.3 | 72
CCn1c(C(C)NC(=O)Cc2ccccc2)nc2ccccc21 (centres undefined) | 4 | 31 | 108 | -10 | 0 | 106 | 5 | 0.8 | 107
Cn1ncc(Cl)c(Oc2ccc(Cl)cc2)c1=O | 5 | 0 | 98 | 0 | 2 | 91 | 1 | 1.5 | 91
COCCNC(=O)C(c1cccc(OC)c1)N(C(=O)Cn1nnc2ccccc21)c1cccnc1 (centres undefined) | -4 | -4 | 101 | -3 | 1 | 102 | 0 | -1.7 | 86
Cc1ccc(N(CC(=O)Nc2ccc(-c3nc4ccc(C)cc4s3)cc2)S(C)(=O)=O)cc1 | 4 | 9 | 102 | -3 | 6 | 84 | -2 | -2.4 | 91
COc1ccccc1-c1nnc2sc(COc3ccc(F)cc3)nn12 | -5 | -7 | 97 | -3 | 0 | 90 | -2 | 2.0 | 94
Cc1nc2ccc(NC(=O)c3nn(C(C)C)c(=O)c4ccccc34)cc2s1 | 1 | -21 | 102 | 3 | 0 | 95 | -2 | 2.8 | 93
COc1cccc(C2NC(=O)NC(C)=C2C(=O)Nc2cccc(C)c2C)c1 (centres undefined) | 3 | -2 | 94 | 5 | 5 | 103 | 2 | -0.4 | 102
COCC1OS(=O)(=O)NC(CC(=O)SC(C)(C)C)C1C (centres undefined) | -1 | 5 | 98 | -4 | 1 | 84 | -4 | 0.9 | 83
CC(C)Oc1ccc(C(=O)NCC(=O)O)cc1 | -2 | 2 | 105 | 5 | 4 | 97 | -7 | -1.7 | 90
Cc1ccc(C(=O)C2C(c3cccs3)NC(=O)NC2(O)C(F)(F)F)cc1 (centres undefined) | 7 | 0 | 99 | -1 | 1 | 106 | 2 | -1.5 | 111
[O-][n+]1cccc2c(Br)cc(Br)c(O)c21 | 16 | 21 | 91 | 1 | 9 | 108 | 12 | -7.2 | 118
Cc1cc(C(=S)N2CCOCC2)c(C)n1-c1ccc(Cl)cc1 | 6 | -17 | 66 | -2 | 3 | 91 | 13 | -4.1 | 85
C=CCc1c(C)nc(SC)nc1Nc1ccccc1 | 1 | 2 | 84 | -7 | 0 | 93 | 1 | -2.6 | 88
CCN(CC)CCNC(=O)CNC(=O)c1nn(-c2ccc(OC)cc2OC)c(=O)c2ccccc12 | -1 | 3 | 114 | -7 | 0 | 112 | -1 | -2.7 | 116
CC1CC(C)CN(C(=O)COC(=O)c2ccc3c(c2)OCO3)C1 (centres undefined) | 2 | 2 | 96 | 5 | 0 | 97 | 46* | . | 105
C#CCN(CC=C)C(=O)c1cccc(OC2CCN(S(C)(=O)=O)CC2)c1 | 2 | -1 | 95 | 2 | 1 | 102 | 0 | 1.0 | 104
Cc1cc(C)n(-c2nc3ccccc3nc2N2CCN(S(=O)(=O)c3ccc(F)c(C)c3)CC2)n1 | 4 | 8 | 102 | 1 | 3 | 85 | -5 | 1.6 | .
O=C(Cn1nnc2ccccc2c1=O)NC1CCCCC1 | 1 | -1 | 105 | 7 | 0 | 101 | 0 | -1.3 | 99
CCCCCCCN1CCC(=O)N([C@H](CO)Cc2ccccc2)CC1 | 2 | -2 | 94 | -3 | 4 | 80 | 3 | 1.3 | 71
COc1ccc(CCNC(=O)c2csc3c2CCCC3)cc1OC | -3 | -2 | 112 | 2 | 0 | 96 | -6 | -0.4 | 92
Cc1ccc(OCCC(=O)OCC(=O)N2c3ccccc3NC(=O)C2(C)C)cc1 | 1 | 9 | 99 | 0 | 0 | 104 | -3 | 0.5 | 103
CCOc1ccc(NS(=O)(=O)c2cc3c4c(c2)C(C)C(=O)N4CCC3)cc1 (centres undefined) | 7 | 3 | 98 | 7 | 1 | 95 | 10 | 2.7 | 97
COC(=O)c1c(NC(=O)C2CC=CCC2C(=O)O)sc2c1CCCCC2 (centres undefined) | 7 | 16 | 79 | 8 | 24 | 85 | 19 | -0.4 | 78
COc1ccc(CNc2nc3c(c(=O)n(Cc4ccc(Br)cc4)c(=O)n3C)n2C)cc1 | 5 | -7 | 105 | 8 | 2 | 103 | -3 | -1.4 | 108
Cc1ccccc1N1C(=O)CC(N2CCC(C(N)=O)CC2)C1=O (centres undefined) | 4 | 21 | 100 | 1 | 3 | 104 | 2 | -0.9 | 105
CCN1CCN(CCOc2cccc(Cl)c2Cl)CC1 | 2 | 6 | 103 | 5 | 0 | 108 | 1 | -1.0 | 103
O=C1Nc2ccc(S(=O)(=O)N3CCCCCC3)c3cccc1c23 | -1 | 13 | 108 | 5 | 1 | 99 | 2 | 0.1 | 95
COc1ccccc1NC(=O)/C(=C/c1cccc([N+](=O)[O-])c1)c1ccccc1 | 2 | 5 | 105 | 3 | 0 | 106 | 1 | -0.1 | 101
CSc1nc2cc(Oc3cccc(Cl)c3Cl)c(Cl)cc2[nH]1 | 3 | -3 | 121 | 4 | 0 | 78 | 6 | 1.3 | 99
CCOC(=O)CN[C@H]1CCC2C3CC=C4C[C@@H](O)CC[C@]4(C)C3CC[C@@]21C (some centres undefined) | . | 0 | 98 | 0 | 2 | 92 | . | . | 94
COC(=O)/C=C1\SC(=Nc2ccc(OC)cc2)NC1=O | -1 | 11 | 106 | 5 | 1 | 86 | 33 | -0.6 | 89
O=C(CCc1nnc(CCCCc2ccccc2)o1)N1CCC(N2CCCC2)CC1 | 4 | 7 | 105 | -1 | 0 | 100 | 8 | -2.0 | 104
O=C(OCN1C(=O)c2ccccc2C1=O)c1ccc(Cl)nc1 | 0 | 13 | 85 | 14 | 6 | 102 | -4 | 0.2 | 106
O=[N+]([O-])c1ccc(Sc2ccc(Cl)c(Cl)c2)nc1 | 7 | 9 | 85 | -5 | 5 | 102 | 3 | -0.3 | 101
COc1ccc(-c2cc(C3CCN(Cc4ccc([N+](=O)[O-])cc4)CC3)[nH]n2)cc1 | -2 | 3 | 97 | -1 | 0 | 98 | 0 | 2.3 | 88
CCn1nc(C)c(CNC(=O)c2cc(COc3ccc(C)nc3)on2)c1C | 3 | 1 | 72 | 6 | 0 | 98 | 3 | -0.3 | 98
COc1ccc(S(=O)(=O)NCCc2nnc3ccc(SCc4cccnc4)nn23)cc1 | 2 | -3 | 118 | 1 | 1 | 93 | 8 | -1.1 | 94
O=C(CCCO)c1ccc2c(c1)OCCO2 | 7 | -7 | 79 | 1 | 0 | 96 | -6 | 1.4 | 99
CCN1CCN(c2nc3c(c(=O)[nH]c(=O)n3C)n2CCCSc2ncccn2)CC1 | 1 | 1 | 111 | 4 | 1 | . | 2 | -2.1 | 92
Cc1nn(C)cc1C=NCCOCc1ccccc1 | 2 | 8 | 114 | 0 | 13 | 102 | -2 | -1.7 | 94
O=C(O)c1cccc(NCc2cccnc2)c1 | 4 | 12 | 106 | -1 | 1 | 105 | 4 | 2.0 | 107
O=C(CN1C(=O)S/C(=C\C=C\c2ccccc2)C1=O)N1CCCCC1 | 4 | -15 | 99 | 5 | 2 | 94 | 10 | 0.1 | 100
CC(C)=C[C@@H]1C[C@H](C)[C@H]2CC[C@H](C)c3c(O)c(O)c(C)c1c32 | 6 | -11 | 94 | 8 | 0 | 97 | 4 | . | 97
COC(=O)c1cc(NS(=O)(=O)c2ccc(N3CCOCC3)c(N)c2)cc(C(=O)OC)c1 | -7 | -1 | 96 | 4 | 1 | 94 | 1 | 1.2 | 96
CC(Oc1ccc(/C=N/NC(=O)Cc2cccc3ccccc23)cc1)C(=O)O (centres undefined) | 1 | -2 | 89 | 2 | 2 | 100 | 3 | -0.7 | 95
Cc1ccc(-c2cc(-c3ccc(F)cc3)c(C#N)c(N)n2)o1 | 23 | -15 | 98 | 21 | 0 | 17[may fluoresce violet] | 31 | 0.0 | ?
CC(NC(=O)c1ccco1)C(=O)N(C)Cc1ccc(C(F)(F)F)cc1 (centres undefined) | 3 | 28 | 107 | 1 | 0 | 95 | 8 | -0.3 | 99
COc1ccc(CC(=O)Nc2ccc3c(C)cc(=O)oc3c2)cc1OC | 0 | 5 | 93 | -1 | 1 | 101 | -4 | 3.3 | 96
CCn1c2ccccc2c2cc(CN3CCN(S(=O)(=O)Cc4ccccc4)CC3)ccc21 | 4 | 13 | 110 | -1 | 0 | 90 | 3 | 0.4 | 93
COc1ccccc1NS(=O)(=O)c1cccc(C(=O)N/N=C/c2ccc3c(c2)OCCO3)c1 | -1 | 7 | 96 | 1 | 3 | 100 | -2 | 0.7 | 98
O=C(c1cccc(Oc2ccc([N+](=O)[O-])cc2Cl)c1)N1CCCCC1 | 4 | -5 | 107 | 10 | 1 | 100 | 4 | -0.7 | 97
CC(C)OCCCNc1ncnc2c1[nH]c1ccccc12 | 2 | 5 | 102 | 8 | 0 | 101 | -5 | 4.7 | 104
COc1ccc(N2CCN(C(=O)CNC(=O)c3ccco3)CC2)cc1 | -2 | -3 | 94 | 1 | 1 | 97 | -3 | -1.0 | .
COc1nc(C)cc(C)c1S(=O)(=O)c1ccccc1 | 1 | 1 | 91 | 0 | 2 | 109 | -7 | -0.9 | 114
CCCn1c2c(c(O)c(C(=O)NCCCN(CC)CC)c1=O)CCCC2 | 2 | 5 | 105 | -5 | 0 | 103 | 5 | 1.6 | 90
CN(C)S(=O)(=O)c1cc(NC(=O)CN2C(=O)NC3(CCCc4ccccc43)C2=O)ccc1Cl (centres undefined) | -11 | 9 | 114 | -1 | 1 | 85 | -24 | -0.9 | 84
O=C(Nc1ccccn1)C(NS(=O)(=O)c1cccc2nsnc12)c1ccccc1 (centres undefined) | 6 | -2 | 105 | 5 | 3 | 104 | 8 | -1.7 | 106
O=C(COc1ccc(Cl)cc1)Nc1ccc(N2CCN(C(=O)c3ccco3)CC2)cc1 | 6 | -3 | 112 | 4 | 0 | 99 | 6 | -1.6 | 94

Compound activity deposited in PubChem by several laboratories.
